# PAD4 inh – inhibitors of human PAD4; inhibition, % at 6.36 µM; recombinant PAD4, RCA probe fluorescence polarization; Q9UM07; hit rate 0.41% among 330,000;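 active = percent inhibition above a cutoff equal to the mean of all tested compounds plus 3 SD, cut at about 15% in these data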;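 note: 0% = PAD4 with RCA probe and DMSO and 100% = probe without PAD4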
# Target sequence (Q9UM07 whole entry, looked up): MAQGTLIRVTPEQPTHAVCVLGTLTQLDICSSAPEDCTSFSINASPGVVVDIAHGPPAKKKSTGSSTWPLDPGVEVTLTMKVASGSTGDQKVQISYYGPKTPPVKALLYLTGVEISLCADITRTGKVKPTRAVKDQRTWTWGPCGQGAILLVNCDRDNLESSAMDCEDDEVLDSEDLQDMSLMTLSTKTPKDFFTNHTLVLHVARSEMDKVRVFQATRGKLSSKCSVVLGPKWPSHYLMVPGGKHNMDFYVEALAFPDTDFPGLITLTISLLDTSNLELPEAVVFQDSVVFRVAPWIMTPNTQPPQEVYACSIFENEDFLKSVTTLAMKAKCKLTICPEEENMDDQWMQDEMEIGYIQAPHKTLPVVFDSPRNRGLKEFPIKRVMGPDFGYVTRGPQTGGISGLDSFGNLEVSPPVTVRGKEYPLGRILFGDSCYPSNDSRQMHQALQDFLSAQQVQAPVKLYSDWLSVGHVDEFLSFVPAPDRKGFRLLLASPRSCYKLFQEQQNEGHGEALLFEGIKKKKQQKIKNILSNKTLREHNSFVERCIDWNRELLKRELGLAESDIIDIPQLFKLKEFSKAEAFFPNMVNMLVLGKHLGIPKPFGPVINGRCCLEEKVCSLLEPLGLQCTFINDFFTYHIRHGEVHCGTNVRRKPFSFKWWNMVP
# PAFAH1B2 inh – PAFAH1B2 (human) inhibition; hit rate 1.2% among 340,000; P68402; recombinant PAFAH1B2, FP-rhodamine activity probe, fluorescence polarization; inhibition, % at 3.39 µM;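 active = inhibition above the mean of all tested compounds plus 3 SD, cut at about 24% in these data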;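 note: 0% = enzyme with DMSO and 100% = wells lacking PAFAH1B2; many of its hits are not listed in these tables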
# LYPLA2 counter – counter-screen for PME1 inhibitors: inhibitors of human LYPLA2 | hit rate 0.38% among 320,000 | inhibition, % at 5.9 µM | recombinant LYPLA2, FP-Rh probe fluorescence polarization | O95372;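 active = inhibition above the screen-wide mean plus 3 SD, limit set per campaign, cut at about 26% in these data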;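 note: 0% = LYPLA2 with DMSO and 100% = wells lacking LYPLA2 enzyme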
# PME-1 inh – PME-1 (human) inhibition. Q9Y570. recombinant PME-1, FP-Rh probe fluorescence polarization. inhibition, % at 5.9 µM. hit rate 0.53% among 320,000;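 active = inhibition above the campaign mean of all compounds plus 3 SD, cut at about 26% in these data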;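 note: competitive labeling of PME-1 active site by serine hydrolase directed probe; 0% = PME-1 with DMSO and 100% = wells lacking PME-1 enzyme; inhibitors block probe labeling so polarization falls and inhibition rises; many of its hits are not listed in these tables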
# GSTO1 counter – counter-screen for RBBP9 inhibitors: inhibitors of human GSTO1. P78417. recombinant GSTO1, activity-based probe fluorescence polarization. inhibition, % at 5.96 µM. hit rate 1.1% among 300,000;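 active = inhibition above the campaign mean inhibition plus 3 SD, cut at about 35% in these data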;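 note: 0% = GSTO1-1 with DMSO and 100% = wells lacking GSTO1-1 enzyme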
# PAFAH2 FP inh – inhibitors of human PAFAH2 | hit rate 0.99% among 340,000 | Q99487 | AID 492956 | inhibition, % at 3.39 µM | recombinant PAFAH2, FP-rhodamine activity probe, fluorescence polarization;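 active = inhibition above the mean over all tested compounds plus 3 SD, cut at about 30% in these data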;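 note: inhibitors block probe labeling of enzyme so polarization drops; 0% = enzyme with DMSO and 100% = wells lacking PAFAH2 protein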
# pPAFAH inh – pPAFAH (human) enzyme inhibition. Q13093. recombinant pPAFAH, FP-rhodamine probe fluorescence polarization. inhibition, % at 3.39 µM. hit rate 1.5% among 330,000;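 active = inhibition above the mean inhibition across the screen plus 3 SD, cut at about 25% in these data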;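 note: inhibitors block binding of the rhodamine activity-based probe so polarization drops; 0% = enzyme with DMSO and 100% = wells lacking pPAFAH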
# LYPLA1 counter – LYPLA1 (human) inhibition in PME1 counter-screen; AID 2174; O75608; hit rate 0.16% among 320,000; inhibition, % at 5.9 µM; recombinant LYPLA1, FP-Rh probe fluorescence polarization;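 active = inhibition above the mean of all tested compounds plus 3 SD, set per campaign, cut at about 14% in these data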;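 note: inhibitors block serine hydrolase probe labeling of LYPLA1 so polarization falls; 0% = enzyme with DMSO and 100% = wells lacking LYPLA1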
# Target sequence (O75608 whole entry, looked up): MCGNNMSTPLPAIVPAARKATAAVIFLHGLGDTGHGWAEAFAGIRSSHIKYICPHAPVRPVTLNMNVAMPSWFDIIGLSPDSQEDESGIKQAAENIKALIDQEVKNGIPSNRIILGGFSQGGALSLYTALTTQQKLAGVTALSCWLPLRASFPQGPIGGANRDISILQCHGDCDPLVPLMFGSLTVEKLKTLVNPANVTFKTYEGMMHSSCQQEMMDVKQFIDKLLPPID
# PAFAH1B3 inh – blocks human PAF acetylhydrolase 1B catalytic subunit 3; AID 492972; Q15102; inhibition, % at 3.39 µM; recombinant PAFAH1B3, FP-rhodamine probe, fluorescence polarization; hit rate 0.28% among 340,000;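 active = inhibition above the screen-wide average of all tested compounds plus 3 SD, cut at about 25% in these data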;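 note: 0% = enzyme with DMSO only and 100% = wells lacking PAFAH1B3 protein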
# An asterisk follows results filed as active; . = no result given. An excerpt; rates above refer to the full screens.
SMILES,PAD4 inh,PAFAH1B2 inh,LYPLA2 counter,PME-1 inh,GSTO1 counter,PAFAH2 FP inh,pPAFAH inh,LYPLA1 counter,PAFAH1B3 inh
CCNC(=O)C1CN(S(=O)(=O)c2ccccc2)CCN1S(=O)(=O)c1ccccc1 (stereo not given),-3.4,2.0,0.5,-7.3,11.5,-4.9,-6.2,-2.6,-1.4
CCOC(=O)c1ccc(NC(=O)CCOc2ccc(OC)cc2)cc1,0.2,4.3,5.4,-11.3,-3.8,-7.0,1.5,-2.2,-2.5
CC1(C)Cc2nc(NCCN3CCOCC3)c(C#N)cc2CO1,-5.6,-5.2,2.1,6.6,-0.3,9.0,4.4,1.8,-0.1
Cc1cccc(-c2cc3nc4c(c(N5CCOCC5)n3n2)CCCC4)c1,-6.7,5.7,5.2,-0.1,-6.2,0.0,2.9,-1.3,8.4
CC(=O)Nc1cccc(C(=O)OCC(=O)c2ccc(S(=O)(=O)N3CCCCC3)cc2)c1,-1.7,-0.4,65.8*,-8.8,15.2,3.2,5.3,8.1,2.9
O=C1CCN(CCc2ccccc2)CCN1[C@H](CO)Cc1ccccc1,2.1,3.0,5.1,-1.9,4.3,0.3,2.5,-0.4,-7.7
CCOc1ccc(CCNC(=O)CCc2nc(-c3ccc(OC)cc3)no2)cc1OCC,-3.5,3.8,5.0,0.1,-5.1,7.9,4.4,-0.9,13.0
O=C(c1ccc(COc2ccc(Cl)cc2)o1)N1CCN(Cc2ccc3c(c2)OCO3)CC1,0.8,5.9,-0.4,2.2,-1.1,-0.2,18.7,-0.6,7.3
CSc1nnc2c(n1)OC=Nc1ccc(Br)cc1-2,-2.4,3.1,-0.9,2.0,-15.4,3.7,4.0,0.6,2.3
CC1CCCN(C(=O)CSc2nnc(-c3cccs3)o2)C1 (stereo not given),-2.2,0.0,-8.7,4.2,1.3,14.1,0.2,-0.7,-3.8
CS(=O)(=O)c1ccc(C(=O)Nc2ccc(S(=O)(=O)N3CCCCC3)cc2)cc1,-3.2,6.4,2.9,9.6,-1.2,-4.3,-1.5,-2.2,6.5
COc1ccc(N2CCN(C(=O)CCC(=O)NNc3nc4ccccc4c4nc(C)nn34)CC2)cc1,-2.8,-2.0,4.7,0.8,4.7,7.9,-2.9,2.5,-2.3
CCOC(=O)N1CCN(C(=O)Cn2nc(-c3ccc(Cl)cc3)ccc2=O)CC1,-2.5,-2.6,-2.8,-3.2,1.8,-1.4,8.3,-4.6,0.5
Cc1c(NC(=O)Cc2ccccc2)cccc1C(=O)NN1C(=O)c2ccccc2C1=O,2.9,2.2,2.9,-0.4,-1.4,-0.4,2.3,-6.3,-2.8
CCC1CCc2c(sc(NC(=O)c3ccoc3C)c2C(N)=O)C1 (stereo not given),-3.6,1.0,-3.7,-0.9,-0.1,1.8,25.3*,-2.4,-3.7
Cc1ccc(NC(=S)N2CCC(c3nc4ccccc4s3)CC2)cc1,3.8,-4.2,12.2,4.7,2.4,-0.7,9.8,5.4,18.6
Cc1cc(N2CCN(S(=O)(=O)c3ccc4ccccc4c3)CC2)n2ncnc2n1,0.5,2.2,-0.5,8.5,3.3,-2.6,4.0,-3.3,2.1
Oc1cccc(Nc2nc(-c3ccccc3)nc3ccccc23)c1,-6.3,0.4,-23.7,-11.6,-21.1,-7.9,-6.1,-16.9,-3.4
Cc1nc2ccc([N+](=O)[O-])cc2c(=O)n1Cc1cccc(Br)c1,-6.6,-2.3,-1.7,6.8,12.0,-0.9,1.1,-2.3,2.2
COC(=O)c1[nH]c(C)c(/C(O)=C2\C(=O)C(=O)N(CCN(C)C)C2c2ccccc2OC)c1C (stereo not given),-3.3,-2.8,4.3,-2.5,-1.2,2.8,-6.5,-1.8,0.4

# Only pPAFAH inh, for some of the entries so far:
molecule | pPAFAH inh
Cc1cc(N2CCN(S(=O)(=O)c3ccc4ccccc4c3)CC2)n2ncnc2n1 | 4.0
Oc1cccc(Nc2nc(-c3ccccc3)nc3ccccc23)c1 | -6.1

# Next compounds follow:
SMILES,PAD4 inh,PAFAH1B2 inh,LYPLA2 counter,PME-1 inh,GSTO1 counter,PAFAH2 FP inh,pPAFAH inh,LYPLA1 counter,PAFAH1B3 inh
CCN(C[C@H]1N[C@@](C)(C(=O)OC)[C@H]2C(=O)N(Cc3ccccc3)C(=O)[C@@H]12)C(=O)c1ccccc1,-0.6,2.1,.,.,.,8.3,-3.1,.,5.0
Cc1cc(C)c2cc(CN(CCO)C(=O)Nc3ccc(F)cc3)c(=O)[nH]c2c1,-1.6,2.2,-0.9,0.8,-3.0,8.3,2.4,4.1,1.3
COC(=O)COc1ccc(-n2cnnn2)cc1,-1.3,-0.9,-1.9,1.5,3.5,4.2,4.5,-3.2,-1.0
COc1ccc(C2N(c3cc(Cl)ccc3OC)C(=O)C3CCCN32)cc1OC (stereo not given),2.2,5.3,-8.1,-5.2,7.4,-0.1,2.3,-1.4,10.1
Cc1ccc(OCC(O)CN2CCOCC2)c(C)c1 (stereo not given),-1.7,-0.4,0.7,-5.4,-2.1,-5.3,3.0,-0.9,4.8
Cc1occc1C(=O)Nc1cccc(C(F)(F)F)c1,-4.4,4.2,-7.3,-9.0,-1.3,-0.3,0.8,-0.5,5.0
N#Cc1nc(Cc2ccccc2)oc1N1CCCC1,2.3,2.7,18.4,4.7,0.5,2.8,0.7,-1.9,4.6
CC(=O)c1ccc(NC(=O)C2CCCN(c3ncnc4c3nc3n4CCCCC3)C2)cc1 (stereo not given),-4.1,0.5,6.3,-6.1,-0.1,0.1,4.1,3.8,6.0
CCn1cc([N+](=O)[O-])c(C(=O)Nc2ccc(Br)cn2)n1,-3.1,0.4,2.4,2.1,2.8,2.4,4.3,-2.7,0.0
CCc1c(C)sc(NC(=O)c2cc(-c3ccc(O)cc3)on2)c1C#N,-0.7,-1.4,-3.7,-6.3,-10.1,-8.2,0.0,-2.0,6.8
Cn1c(CC(=O)Nc2ccccc2F)nnc1SCC(=O)NC1CCCCC1,-1.1,3.4,-3.2,-4.1,7.6,-7.9,-2.0,0.2,-0.2
Cc1cccc(NC(=S)N(CCCN2CCOCC2)Cc2ccccn2)c1,-0.7,2.8,1.3,2.8,0.6,-0.3,0.2,1.0,-1.4
O=C(NNC(=O)c1sccc1-n1cccc1)c1ccccc1,-2.5,3.6,-0.4,-0.2,4.8,0.6,1.2,1.0,1.0
Cc1ccc(NC(=O)c2ccc(CSc3nnc(-c4ccncc4)n3C)cc2)c(C)c1,-2.0,2.4,6.3,-4.2,-1.1,4.7,-4.5,0.3,0.3
S=C(NCC1CCCO1)N1CCN(c2nc(-c3ccccc3)cs2)CC1 (stereo not given),0.6,-2.6,-4.2,0.9,4.5,7.2,-0.5,-1.5,4.0
COc1cc(NC(=S)N2CCCC(CO)C2)cc(OC)c1 (stereo not given),-4.9,5.6,0.3,-3.5,3.0,-1.4,-0.1,-2.1,4.9
CC(C(=O)Nc1ccccc1)N(C)CCOc1ccccc1 (stereo not given),-4.7,0.9,-5.2,6.0,2.9,-5.4,-1.6,-2.1,0.7
Cc1ccc(/C=C(\C#N)C(=O)Nc2ccccn2)o1,-0.6,3.8,-2.7,0.1,-3.5,0.4,3.5,-2.5,1.3
N=c1ccn(Cc2cccc(F)c2)cc1,0.4,.,0.0,3.0,-1.2,.,3.4,-0.6,.
CCOC(=O)CSc1nnc(Cn2nnc3ccccc32)n1-c1ccc(F)cc1,-0.7,.,-2.2,4.1,10.4,.,1.9,0.0,.
CCOc1ncccc1C(=O)OCC(=O)Nc1ccc(C)c(S(=O)(=O)N2CCOCC2)c1,-1.2,-5.4,3.3,6.7,-0.8,75.4*,12.7,-3.5,9.1
Cc1ccc(S(=O)(=O)NCCC(=O)NCc2ccccn2)cc1,-5.0,-1.4,-5.1,-10.6,7.3,-7.2,-7.4,-1.6,-7.1
Cc1cc(SCC(=O)NCC(c2cccs2)N2CCOCC2)c(C)cc1Br (stereo not given),-1.5,9.2,3.5,2.3,-7.1,4.1,3.2,1.1,4.0
CC(=O)NC1(C(F)(F)F)NC(=O)N(CC(C)C)C1=O (stereo not given),2.7,3.4,5.3,0.1,-0.7,11.2,-1.8,2.1,8.0
Nc1ccccc1-c1nnc(SCC(=O)Nc2ccccc2OC(F)F)[nH]c1=O,1.3,9.4,.,.,.,-16.0,8.4,.,9.7
C/C(=N/NC(=O)c1ccc(C(C)(C)C)cc1)c1cccnc1,-2.8,.,0.8,-2.2,-0.3,.,1.7,1.8,.
CC(=O)Nc1ccc(SC[C@H](C)CN2CC[C@H](O)CCC2=O)cc1,-1.0,7.3,-2.6,-3.2,.,6.5,-1.0,-2.8,8.9
c1ccc(-c2csc3nnc(SCc4ccc5c(c4)OCO5)n23)cc1,2.9,3.2,2.3,5.6,0.0,2.7,7.6,0.1,4.9
Cc1ccc(OCC(=O)Nc2cc(C(C)(C)C)on2)cc1C,-3.3,0.6,-8.2,-3.1,1.5,5.2,-7.8,-2.5,7.9
Cc1cccc([C@@H]2[C@@H]3C(=O)N(Cc4ccccc4)C(=O)[C@@H]3[C@]3(C)C(=O)N(c4cccc(Cl)c4)C(=O)N23)c1,2.5,5.6,-2.6,-1.8,3.8,-1.9,2.2,-0.2,2.5
c1ccc2[nH]c(-c3cscn3)nc2c1,6.8,-1.2,8.1,-1.4,5.3,16.1,3.9,2.8,2.0
CC1C(=O)N2CCCc3cc(S(=O)(=O)Nc4ccccc4F)cc1c32 (stereo not given),1.2,2.6,7.5,7.6,1.1,-1.3,1.0,2.5,-2.2
CCOc1ccc(OCC)c(NC(=O)CCn2c(=O)oc3ccccc32)c1,-0.1,3.4,4.2,0.2,7.7,4.9,0.5,3.5,2.2
O=C(c1ccc(S(=O)(=O)N2CCCCCC2)cc1)N1CCN(c2ccccc2)CC1,-1.2,7.1,2.1,5.8,-3.6,0.6,6.6,-0.3,5.4
COc1ccc(N(C(=O)c2ccco2)C(C(=O)NC2CCCC2)c2cc(OC)c(OC)c(OC)c2)cc1 (stereo not given),-1.8,4.1,3.2,-0.6,-0.4,1.0,5.1,-0.4,4.6
CCc1c(C)nc(SC(C(=O)O)c2ccccc2)c(C#N)c1C (stereo not given),1.0,-1.6,-4.7,-0.9,-4.2,6.3,-3.9,1.4,10.1
Cc1nnc(SCC(=O)N/N=C/c2ccc(-c3ccc(C)c(Cl)c3)o2)s1,-2.6,-5.1,-2.6,-4.1,-2.3,2.9,15.6,-5.0,2.0
Cc1ccc2c(c1)N(Cc1cccc(C#N)c1)C=NS2(=O)=O,-4.6,4.8,-4.4,5.8,2.7,0.5,0.8,-0.1,11.8
Cc1cc(-c2csc(N)n2)c(C)n1-c1ccc(Cl)c(Cl)c1,-8.8,3.0,3.0,0.4,-3.5,-2.2,10.0,1.7,4.0
CNC(=S)NNC(=O)Cc1ccc(OC)c(OC)c1,1.8,5.9,-3.4,-6.5,15.4,0.5,-6.0,-1.8,2.2
COc1cccc(NC2=CC(=O)CC(C)(C)C2)c1,0.5,-3.8,1.9,2.8,-4.8,7.6,2.7,-0.1,5.1
CC1(C)CC(=O)C(N=Nc2cc(Cl)c(Cl)c(Cl)c2)=C(O)C1,4.1,9.6,6.2,-1.0,26.0,-11.0,3.7,1.9,-0.5
COc1ccc(NC(=O)CSCC(=O)NCc2cccc(C(F)(F)F)c2)cc1,3.1,18.4,2.7,-4.0,.,-4.6,8.5,3.2,2.0

# From PubChem
